# Compound activity: PubChem BioAssay, National Center for Advancing Translational Sciences (NCATS)
# Abeta rescue – compounds reversing amyloid beta toxicity in yeast | Potency, µM (top dose mostly 46.1 µM), inactives show top-dose growth rescue, usual class: activators | yeast expressing A-beta42, growth rescue, OD600, 48 h; response scale: 0% DMSO, 100% iron-clioquinol control | 410,000 compounds, 0.063% hits | AID 1347071; further: nearly all actives have a fitted effect of over 55% in size
#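 Yeast A-beta toxicity model in growth medium with pinned compounds, 48 h at 30 C; growth read as absorbance at 600 nm. Normalized to FeCl3/clioquinol equimolar mix (positive) and DMSO (negative).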
# FUS suppressor – rescues growth of FUS-expressing yeast; S. cerevisiae FUS-expressing, growth rescue, OD600, 24 h; Potency, µM (titrated, usually from 76.6 µM), for the others: at the highest dose growth rescue (activation), most hits filed as activators; 390,000 compounds, 0.24% hits;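 further: plate controls were DMSO vehicle for no effect and reference control for full effect; nearly all actives have a fitted effect of over 55% in size; some results filed as inactive show a strong effect at the top dose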
#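 Yeast FUS proteinopathy model; galactose-induced FUS (2%), starting OD 0.005. Cpds in dilution series, 24hr, 30C, 99% humidity. Abs 600 nm growth. Pos ctrl CP55940 (top 92uM final); neg ctrl DMSO.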
# * = called active by the depositor; ? = inconclusive; [ ] = remark or other dose. The call rests on the fitted dose curve; in most records, active means well fitted activation curve with a large enough effect; inconclusive means small, poorly fitted or top-dose-only effect; inactive means no such curve, though single readings can be large or run the other way. Potency means the concentration at half of the fitted maximal effect.
# Each structure is followed by: Abeta rescue	FUS suppressor
COc1cccc(CNC(=O)Cc2c(C)c3c(cc(C)c4c(C)c(C)oc43)oc2=O)c1
→ -14.7%	-12.5%
COc1ccccc1CNc1ncnc2onc(-c3ccc(Cl)cc3)c12
→ -0.3%	-11.2%
CCCCNC(=O)c1c(C)oc2ncn(CC(C)C)c(=O)c12
→ -28.2%	20.9%
CCCCN(c1ccccc1)S(=O)(=O)c1cc2c3c(c1)C(C)C(=O)N3CCC2 (stereo not drawn)
→ -20.1%	-6.6%
Cc1cccc(NC(=O)C(NS(=O)(=O)c2ccc3c(c2)oc(=O)n3C)C(C)C)c1 (stereo not drawn)
→ -9.6%	16.8%
CCc1ccc2nc(N3CCN(C(=O)c4ccco4)CC3)sc2c1
→ 8.8%	?
Fc1ccc(-n2cc(-c3ccccc3)c3c(NCCc4ccccc4)ncnc32)cc1
→ 31.1%	32.7%
CCCN(CCC)C(=O)c1nn(C)c2c1CSc1ccccc1-2
→ -14.4%	13.8%
CCOC(=O)c1sc(NC(=O)c2nc3ncccn3n2)c(C(=O)OC)c1C
→ -12.9%	-1.7%
Cc1ccc(-n2nc(C)c3c(C(F)(F)F)cc(-c4cccnc4)nc32)cc1C
→ -12.8%	-18.9%
CN1C(=O)c2ccccc2Sc2ccc(NC(=O)NCc3cccc(Cl)c3)cc21
→ 1.5%	-11.4%
COc1ccc(C2c3c(n(C)c4ccccc34)C(=O)N2CC(=O)Nc2cccc(F)c2)cc1 (stereo not drawn)
→ 15.9%	26.8%
CCOC(=O)c1cccc(NC(=O)CCc2c(C)nc3cc(-c4ccc(Cl)cc4)nn3c2C)c1
→ 5.6%	-11.4%
Cc1[nH]c2ccccc2c1C(=O)C(=O)NC1CC(=O)N(c2ccccc2)C1 (stereo not drawn)
→ -1.6%	-6.8%
O=C(Nc1c(C(=O)c2ccc(Cl)cc2)oc2ccccc12)c1cc(=O)c2ccccc2o1
→ -41.3%[inhibitor]	17.8%
CCc1ccc(NC(=O)CSc2nccn2-c2ccc(OC)cc2)cc1
→ -2.7%	?
COc1cccc(OCCCn2c(-c3ccc(Cl)cc3)nc3ccccc3c2=O)c1
→ -7.1%	-13.7%
CC(=O)Nc1ccc(C2Nc3c(C)cc(C)cc3-c3cc(C)nn32)cc1 (stereo not drawn)
→ -33.9%	11.5%
COCCNC(=O)c1c(NC(=O)Cc2coc3cc(C)ccc23)sc2c1CCCC2
→ -0.5%	?
Cc1ccc(C)c(N2CCN(CCCNC(=O)c3cnn(-c4ccc(F)cc4)c3C3CCN(C(=O)OC(C)(C)C)CC3)CC2)c1
→ 22.7%	13.1%

# Random excerpt: 7 records from the list
# Each structure is followed by: Abeta rescue	FUS suppressor
Cc1ccc(-n2nc(C)c3c(C(F)(F)F)cc(-c4cccnc4)nc32)cc1C
→ -12.8%	-18.9%
COc1ccc(C2c3c(n(C)c4ccccc34)C(=O)N2CC(=O)Nc2cccc(F)c2)cc1 (stereo not drawn)
→ 15.9%	26.8%
Cc1[nH]c2ccccc2c1C(=O)C(=O)NC1CC(=O)N(c2ccccc2)C1 (stereo not drawn)
→ -1.6%	-6.8%
COc1cccc(OCCCn2c(-c3ccc(Cl)cc3)nc3ccccc3c2=O)c1
→ -7.1%	-13.7%
CCCCNC(=O)c1c(C)oc2ncn(CC(C)C)c(=O)c12
→ -28.2%	20.9%
CCCN(CCC)C(=O)c1nn(C)c2c1CSc1ccccc1-2
→ -14.4%	13.8%
CCc1ccc(NC(=O)CSc2nccn2-c2ccc(OC)cc2)cc1
→ -2.7%	?

# (list continues)
# Each structure is followed by: Abeta rescue	FUS suppressor
O=C(COc1ccccc1-c1nnc(-c2ccccc2)o1)Nc1ccc(Br)cc1F
→ -0.5%	-2.4%
CCCC(=O)NC(C)c1nc2ccccc2n1Cc1ccccc1 (stereo not drawn)
→ -9.2%	-24.6%
Cc1ccc(C)c(Cn2c(C)c(CNCc3ccc(F)cc3)c(C(=O)O)c2C)c1
→ 14.6%	8.4%
Cc1sc2c(c1C)c(=O)n(-c1ccc(Cl)cc1)c(=O)n2Cc1cc(=O)n2cc(Br)ccc2n1
→ -2.2%	-15.2%
Cc1ccc(-n2nc3c(N4CCC(C(=O)N5CCCCC5)CC4)nnc(C)c3c2C)cc1
→ -11.1%	-2.6%
Cc1ccc2nc(-c3ccc(C)o3)c(Nc3ccc4c(c3)OCCO4)n2c1
→ -11.5%	19.4%
COc1cc(NC(=O)CSc2nc(C)c(C(=O)Nc3ccccc3)c(-c3ccc(OC)c(OC)c3)c2C#N)c(OC)cc1Cl
→ 10.8%	7.6%
COC(=O)c1ccc2c(=O)n(CCCCCC(=O)N3CCN(c4ccc(OC)cc4)CC3)c(=O)[nH]c2c1
→ -4.2%	?
COc1ccc(Cl)cc1NC(=O)Cn1ccn(-c2cc(C)cc(C)c2)c(=O)c1=O
→ 3.6%	?
COc1ccc(CCNC(=O)c2ccc3c(c2)CCN3S(=O)(=O)c2ccc(Cl)cc2)cc1
→ -12.1%	-2.6%
COC(=O)c1sccc1S(=O)(=O)N(CC(=O)Nc1cc(F)ccc1F)c1ccc(C)c(C)c1
→ -16.4%	?
COc1cc(C2N=C(N)Nc3nc4ccccc4n32)ccc1OCCC(C)C (stereo not drawn)
→ -3.9%	12.0%
COc1ccc(OC)c(NC(=O)c2cnc(N3CCCCC3)c3ccccc23)c1
→ -12.8%	0.5%
COc1ccccc1CNC(=O)c1cnc(SC)nc1C
→ -9.8%	-8.5%
COc1ccc(C(=O)N2CCCCC2CCN2CCCCC2)cc1 (stereo not drawn)
→ -9.0%	0.4%
Cc1nn(CC(=O)Nc2ccc(C(C)C)cc2)c(=O)c2c(C)n(-c3ccc(Cl)cc3)nc12
→ -4.7%	5.4%
CCC1CN(C(=O)Nc2ccccc2F)c2cc(C)ccc2O1 (stereo not drawn)
→ 1.9%	-8.1%
COc1ccc(-n2nc3cc(C)c(NC(=O)c4ccc(-c5ccc(Cl)cc5)o4)cc3n2)cc1
→ -9.6%	3.2%
CC(C)(C)OC(=O)N1CCC(c2c(C(=O)Nc3ccc4c(c3)OCCO4)cnn2-c2ccc(Cl)cc2)CC1
→ -13.9%	?
COc1ccccc1NC(=O)Cn1nc(-c2ccc(C)cc2)c2c(c1=O)CCCC2
→ 21.6%	5.8%

# The list goes on.
smiles,Abeta rescue,FUS suppressor
CCOC(=O)c1c(NC(=O)/C=C/c2ccc(OC)cc2)sc2c1CCC(C)C2 (stereo not drawn),-15.7%,-22.7%
O=C(CSc1nccn1Cc1ccc(Cl)cc1)NCc1ccccc1,9.4%,17.8%
COc1cc(NC(=O)Cn2nc(C(F)(F)F)c3c2CCCC3)c(OC)cc1Cl,-1.7%,25.8%
CN(C)c1ccc(CNC(=O)c2ccc(Cn3c(SCc4ccccc4)nc4cccnc43)cc2)cc1,19.8%,35.8%
COc1cccc(C2CC(=O)Nc3cc(OC)c(OC)c(OC)c32)c1OC(C)C (stereo not drawn),6.7%,6.9%
CNC(=O)c1c(NC(=O)c2nc(SCc3ccc(C)cc3)ncc2Cl)sc2c1CCCC2,-0.4%,3.2%
O=C(Cn1c(-c2cccs2)cc2cc(F)ccc21)NCCCN1CCN(c2ccccc2F)CC1,10.9%,16.5%
COc1cccc(NC(=O)CSC2=Nc3ccccc3C3=NC(CC(=O)NCCc4ccccc4)C(=O)N23)c1 (stereo not drawn),-3.7%,?
COC(=O)c1sc2c(c1C)c(=O)n(-c1ccccc1)c(=O)n2CC(=O)Nc1cccc(C)c1,-3.7%,0.7%
Cc1ccc(NC(=O)CSc2nnc3[nH]c(=O)cc(C)n23)cc1Cl,-6.3%,5.8%
COc1ccc(C2CC(=O)N(Cc3ccccc3C)c3c2c(C)nn3-c2nc(C)cc(C)n2)c(OC)c1 (stereo not drawn),-0.2%,3.1%
CCc1cccc(NC(=O)CCNS(=O)(=O)c2ccc3c(c2)CCN3C(C)=O)c1,2.4%,-7.4%
CN1CCN(Cc2c(O)ccc3cc(-c4ccc(Cl)cc4)c(=O)oc23)CC1,-38.2%[inhibitor],7.1%
O=C(NCCc1ccccc1)c1cc2sccc2n1Cc1ccc(F)cc1,-11.5%,-26.0%
O=C(NCCc1ccccc1Cl)c1cc2ccccn2n1,-15.2%,5.7%
CCc1ccc(NC(=O)CC2C(=O)OCCN2CC)cc1 (stereo not drawn),-93.6%[inhibitor],21.1%
Cc1ccc2ncc3c(-c4ccc(F)cc4)nn(-c4cccc(F)c4)c3c2c1,-7.2%,-25.5%
CCOc1ccc(NC(=O)CSc2nc3c(c(=O)[nH]2)CCCC3)cc1,-13.4%,-7.6%
CCOc1ccc(-c2cnc(NCc3ccc(OC)cc3OC)n2C)cc1,-4.8%,-0.1%
CCN(CC)C(=O)c1c(-c2ccccc2)c(-c2ccccc2)nn(C)c1=O,12.3%,-0.8%
COc1cccc(N2CC(NC(=O)c3cc4ccccc4o3)CC2=O)c1 (stereo not drawn),-3.0%,15.3%
CC1CN(C(=O)CCC(=O)NCc2cccc(Cl)c2)c2ccccc2S1 (stereo not drawn),11.9%,13.6%
CCOc1ccc(CNC(=O)c2ccc3c(c2)N(Cc2ccccc2)CCS3)cc1,-12.2%,-11.8%
Cc1cc(C)cc(OCCCn2c(-c3ccc(Cl)cc3)nc3ccccc3c2=O)c1,1.1%,-10.7%
O=C(NCCc1ccccc1)c1ccc2c(c1)N(Cc1ccc(F)cc1)C(=O)c1ccccc1S2(=O)=O,-8.4%,?
Cc1ccc(CN(C(=O)COc2ccccc2Cl)c2ccccn2)o1,-6.9%,17.9%
CCOC(=O)c1c(NC(=O)CSc2cn(CCNC(=O)c3ccc(OCC)cc3)c3ccccc23)sc2c1CCCC2,-4.8%,6.0%
CCC(=O)N1c2ccccc2CC1C(=O)NCc1ccccc1Cl (stereo not drawn),-0.7%,-31.9%
CC1CN(C(=O)Nc2ccc(C(=O)NCCc3ccccc3)cc2)c2ccccc2S1 (stereo not drawn),-0.8%,-1.4%
CCN(Cc1ccccc1)C(=O)CN1C(=O)COc2ccc(S(=O)(=O)N(CC)CC)cc21,-15.0%,7.8%
COc1ccc(NS(=O)(=O)c2ccc3[nH]c4c(c3c2)CCCCC4)cc1,-3.7%,21.1%
COC(=O)c1ccc(NC(=O)CCc2c(C)nn(-c3ccc(N4CCCCC4)nn3)c2C)cc1,-6.5%,27.8%
Cc1oc(-c2cccc(Cl)c2)nc1CN1CCC(C(=O)NCCCN2CCN(c3cccc(Cl)c3)CC2)CC1,-11.3%,11.6%
O=C(NCCc1ccccc1)C1CCC(CNS(=O)(=O)c2ccc(Cl)cc2)CC1 (stereo not drawn),-15.7%,1.0%
COc1ccccc1CNC(=O)CCCCn1c(=O)c2ccccc2n(Cc2c(C)cc(C)cc2C)c1=O,-3.9%,-0.7%
COc1ccc2cc3cc(C(=O)N4CCN(c5ccccc5F)CC4)oc3nc2c1,-5.2%,-18.7%
COc1ccc(-n2c(-c3ccccc3F)nc3c(cnn3-c3ccc(C)cc3)c2=O)cc1,-10.9%,?
CCc1ccc(NC(=O)Cn2ccn(-c3ccc(C)c(C)c3)c(=O)c2=O)cc1,-1.8%,0.8%
Cc1ccccc1CN1CCc2nc(N3CCN(c4ccccn4)CC3)ncc2C1,-10.7%,-4.4%
CCCSc1ncc(Cl)c(C(=O)Nc2nc3ccc(C)cc3s2)n1,1.9%,-2.2%
CCOC(=O)c1c(C)[nH]c(C)c1S(=O)(=O)NCC(=O)NCc1ccccc1Cl,-12.8%,7.8%
O=C1CCCc2cc(S(=O)(=O)NCC3CCC(C(=O)Nc4ccccc4F)CC3)ccc2N1 (stereo not drawn),-10.7%,20.3%
CCOC(=O)c1c(S(=O)(=O)N2CCCC(C(=O)Nc3cc(C)ccn3)C2)c(C)n(C)c1C (stereo not drawn),3.5%,3.0%
Cc1ccc2[nH]cc(C(c3ccccc3)c3ccc(Cl)s3)c2c1 (stereo not drawn),9.3%,-5.9%
COc1ccc(/C=C/C(=O)Nc2sc(C)c(C)c2C(=O)O)cc1,-23.4%,7.3%
CC(C)CCNC(=O)C1CCN(c2nc3ccc(Cl)cc3[nH]2)CC1,-12.1%,-1.5%
CCN(Cc1ccccc1)Cc1c(O)ccc2oc(C)c(C(=O)Nc3ccc(C)cc3C)c12,10.1%,27.6%
Cc1ccc(N2CCN(c3cc(C)nc4c(-c5ccc(Cl)cc5)c(C)nn34)CC2C)cc1 (stereo not drawn),6.4%,9.3%
O=C(COc1ccc(Cl)cc1)Nc1nnc(S(=O)(=O)N2CCc3ccccc32)s1,-14.7%,20.0%
Cc1ccccc1-c1nc(CN2CCC(C(=O)NCCc3ccccc3)CC2)c(C)o1,-4.4%,14.1%
O=C(NCc1noc2ccccc12)N1CCN(c2ccccc2)CC1,27.2%,32.3%
Cc1ccc(-n2ncc3c(N4CCCCCC4)ncnc32)cc1,-23.7%,-20.9%

# An excerpt of these results, field by field:
smiles: O=C(NCc1noc2ccccc12)N1CCN(c2ccccc2)CC1
  Abeta rescue: 27.2% | FUS suppressor: 32.3%

smiles: O=C(COc1ccc(Cl)cc1)Nc1nnc(S(=O)(=O)N2CCc3ccccc32)s1
  Abeta rescue: -14.7% | FUS suppressor: 20.0%

# The list is partial; rates above refer to the full screens.
